High-throughput results from PubChem BioAssay.
ERa coact inh: blocks coactivator binding to human estrogen receptor alpha | 86,000 tested, 1.7% active | inhibition, % at 25.6 µM | TR-FRET ER-alpha LBD / SRC-1 peptide, estradiol-bound | AID 629 | P03372; in the data active means inhibition above about 50%;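 further: 0% = receptor plus peptide control and 100% = peptide only without receptor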
Mac1 fbg enh: CD11b/CD18-fibrinogen binding enhancement. P05107+P11215. K562 CD11b/CD18 adhesion to fibrinogen, ATPlite luminescence. activation, % at 10 µM. 93,000 tested, 0.07% active;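 active means 10 µM primary screen giving 50% or more activity, confirmed by 40% or more on retest at that dose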; further: strong numbers were not always called active; reference of the scale not given here
Target sequence (P05107 whole entry, looked up, other chains not shown): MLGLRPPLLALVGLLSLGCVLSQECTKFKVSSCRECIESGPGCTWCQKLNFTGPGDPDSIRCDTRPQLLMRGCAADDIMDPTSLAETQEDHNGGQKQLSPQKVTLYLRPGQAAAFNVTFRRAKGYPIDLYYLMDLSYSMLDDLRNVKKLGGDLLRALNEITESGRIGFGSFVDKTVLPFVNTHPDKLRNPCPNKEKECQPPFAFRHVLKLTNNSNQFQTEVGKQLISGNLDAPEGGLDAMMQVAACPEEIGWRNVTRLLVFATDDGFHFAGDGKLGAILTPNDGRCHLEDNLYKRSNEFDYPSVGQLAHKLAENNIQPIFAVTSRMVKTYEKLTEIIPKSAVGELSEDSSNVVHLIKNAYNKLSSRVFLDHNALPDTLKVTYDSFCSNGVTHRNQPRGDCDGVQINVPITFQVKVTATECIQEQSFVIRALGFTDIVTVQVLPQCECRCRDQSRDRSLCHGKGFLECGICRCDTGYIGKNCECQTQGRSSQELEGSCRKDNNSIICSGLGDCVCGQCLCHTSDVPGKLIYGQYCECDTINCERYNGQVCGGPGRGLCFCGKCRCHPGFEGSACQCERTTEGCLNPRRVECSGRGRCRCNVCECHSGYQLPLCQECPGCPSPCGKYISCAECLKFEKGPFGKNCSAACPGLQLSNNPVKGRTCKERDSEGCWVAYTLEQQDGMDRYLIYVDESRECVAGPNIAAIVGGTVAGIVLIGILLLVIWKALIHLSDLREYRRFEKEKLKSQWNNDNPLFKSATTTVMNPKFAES
Smad3 inh: inhibitors of human Smad3 transcription factor binding; P84022; TR-FRET Smad3/Dy647-FoxH1 peptide binding, europium anti-His; inhibition, % at 25 µM; 88,000 tested, 0.29% active; AID 630;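 active means compounds that reduce the energy-transfer binding signal between the protein and its labelled peptide by more than half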;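 further: 0% = Smad3 plus labelled peptide maximal FRET and 100% = peptide-only background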
ERa SRC1 pot: ER-alpha (human) coactivator binding potentiation; TR-FRET ERalpha-LBD/SRC-Cy5 coactivator binding, 2 h; 100 = basal binding, no effect; P03372; 86,000 tested, 1.3% active; coactivator binding (% of control), % at 25.6 µM; in the data active means activity above about 200%;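 further: binding measured in presence of low estradiol as agonist stimulus; 0% = peptide alone without receptor and 100% = receptor with peptide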
Lung fibro prol: blocks proliferation of human lung fibroblasts; 85,000 tested, 1.1% active; viability, % at 10 µM; AID 719; LL 47 human lung fibroblast viability, ATP luminescence; stronger effect = lower value;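 active means viability at or below 50% in the single dose screen; inactive means viability above 50%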;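 further: compound exposure lasted 72 h before the ATP readout; 100% = median luminescence of untreated cell-only wells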
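Test system: LL 47 human lung fibroblasts / Quantity: 1,150 cells in each well / Medium: IMEM growth medium with 15% fetal bovine serum / Incubation: 72 h compound exposure at 37 °C after overnight plating / Detection: CellTiter-Glo luminescence measuring cellular ATP / Read-out: % viability versus median cells-only luminescence / Benchmarks: cell-only wells, no compound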
ERb coact inh: ER-beta (human) coactivator binding inhibition | TR-FRET ER-beta LBD / SRC1-Cy5 peptide binding; receptor agonist-loaded with 1 µM estradiol | inhibition, % at 25.6 µM | 86,000 tested, 1.3% active;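 active means compounds whose percent inhibition of the receptor-coactivator binding signal exceeds about 50% in the single-dose screen, limit read from the data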;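 further: 0% = receptor plus peptide wells without compound and 100% = peptide-only wells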
HUVEC inhibit: blocks proliferation of human endothelial cells; AID 648; viability, % at 10 µM (by protocol); 86,000 tested, 1.1% active; HUVEC proliferation, CellTiter-Glo luminescence, 72 h; stronger effect = lower value;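 active means viability at or below 30%; inactive means viability above 30%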;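 further: 100% = median luminescence of DMSO-only cell control wells on each plate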
MT1-MMP txn act: MT1-MMP promoter transcription activation; activation factor at 10 µM; HT1080 MT1-MMP promoter luciferase reporter, luminescence, overnight; stronger effect = higher value; 86,000 tested, 0.16% active;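 active means activation factor of at least 2 for MT1-MMP transcription at 10 µM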
H69AR inhibit: growth inhibitors of human H69AR lung tumor cells | H69AR lung tumor viability, ATP luminescence, 72 h; stronger effect = lower value | viability, % at 10 µM | 85,000 tested, 6% active | AID 598;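 active means viability at or below 40%; inactive means viability above 40%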;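 further: multidrug resistant small cell line overexpressing MRP-1 efflux transporter; 100% = mean luminescence of untreated control wells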
The depositor's hits bear a star; . = not tested or not shown; [ ] = remark or other dose. An excerpt (hit frequency here may not be typical).

SMILES	ERa coact inh	Mac1 fbg enh	Smad3 inh	ERa SRC1 pot	Lung fibro prol	ERb coact inh	HUVEC inhibit	MT1-MMP txn act	H69AR inhibit
Fc1ccc(N2CCN(C(c3cccs3)c3nnnn3CCc3ccccc3)CC2)cc1 (centres undefined)	-18	.	-22	104	95	-10	105	1	66
Cc1c(CCOC(=O)CC23CC4CC(CC(C4)C2)C3)sc[n+]1CC(=O)c1ccc(Br)cc1	-1	-2	2	99	26*	-7	2.2*	0.9	1.3*
N=c1sccn1CC(=O)N1CCc2ccccc21	-3	-2	13	102	98	-11	79	1.1	90
Cn1c(=O)n(C)c2cc(C(=O)Nc3ccc4c(c3)OCO4)ccc21	0	-1	2	97	48*	10[fluorescence artefact?]	62	0.9	63
COCCn1nnnc1C(c1ccccc1)N1CCN(c2ccccc2)CC1 (centres undefined)	1	.	-14	123	101	3	102	1.3	87
C/C(=C\C(=O)c1ccc(Cl)cc1)Nc1ccc(N2CCOCC2)cc1	19[fluorescence artefact?]	2	6	100	101	11	87	1	101
Cc1cccc(OCCN2CSC(=S)N(C)C2)c1	-9	-1	-6	102	61	-13[fluorescence artefact?]	21*	1	1.5*
CCCCNC(=O)Nc1ccccc1C(=O)NCCC	-6	.	-1	116	91	-9	96	1.3	101
Nc1ncnc2c1ncn2CCN1CCOCC1	-6	0	4	102	103	-7	93	1	101
Cc1[nH]c2ccccc2c1C(=O)CSCC(=O)O	-8	0	0	115	81	-19	93	1.2	105
Cc1ccc(NC(=O)CNS(=O)(=O)c2cccs2)cc1F	6	.	-9	99	93	1[fluorescence artefact?]	97	1.4	99
CCOC(=O)Cn1c(=O)n(Cc2ccco2)c(=O)c2ccc(C(=O)NCCc3ccccc3)cc21	9[fluorescence artefact?]	-1	-6	94	96	14	102	1	65
COCCNC(=O)c1ccc2c(=O)n(Cc3ccco3)c(SCC(=O)NC3CCCC3)nc2c1	1	2	-3	95	101	-1	95	1.3	97
Cn1c(-c2ccc3nc(N)sc3c2)nc2cc(N)ccc21	64*[fluorescence artefact?]	2	6	27[fluorescence artefact?]	92	54*[fluorescence artefact?]	96	1.6	82
CCSc1nnc(-c2cccnc2)n1-c1ccc(C)c(Cl)c1	-8	1	10	96	92	-5	101	1.1	66

The final 2 records of the part before come first, to join the parts.
SMILES	ERa coact inh	Mac1 fbg enh	Smad3 inh	ERa SRC1 pot	Lung fibro prol	ERb coact inh	HUVEC inhibit	MT1-MMP txn act	H69AR inhibit
Cn1c(-c2ccc3nc(N)sc3c2)nc2cc(N)ccc21	64*[fluorescence artefact?]	2	6	27[fluorescence artefact?]	92	54*[fluorescence artefact?]	96	1.6	82
CCSc1nnc(-c2cccnc2)n1-c1ccc(C)c(Cl)c1	-8	1	10	96	92	-5	101	1.1	66
C=CCN1C(=O)/C(=N/n2cnnc2)c2ccccc21	1	-2	-10	105	96	3	90	1.1	.
CCn1nnnc1SCC(=O)Nc1nc(C)c(C)s1	-5	.	2	119	92	3	95	1.2	92
O=C(CCCn1c(SCC(=O)NC2CCCC2)nc2ccccc2c1=O)NCC1CCCO1 (centres undefined)	-5	.	10	109	98	-4	98	1	104
Cc1nc2nc(-c3ccc(Cl)cc3)nn2c(C)c1Cl	7	-4	1	117[fluorescence artefact?]	89	2	85	1.7	68
Cc1noc(NS(=O)(=O)c2ccc(N3C(=O)c4ccccc4C3=O)cc2)c1C	-3	0	-2	87	102	-3	101	1	100
CN(C)C(=O)c1nnc(Cc2ccc(Cl)cc2)o1	-1	.	3	112	100	3	105	1.1	104
Cc1ccc(Nc2nc3ccccc3nc2-n2nc(C)cc2C)cc1	-6	2	-2	111	104	-3	116	.	92
Cc1csc(-c2cnn(-c3ccccc3)c2NC(=O)c2ccc(C(F)(F)F)cc2)n1	-1	2	17[fluorescence artefact?]	87	101	-5	93	1.2	76
O=C(NCc1ccco1)c1cc(-c2ccccn2)nc2ccccc12	11	-4	12	89	106	24	95	1.2	88
COc1ccc(N(C(=O)c2ccco2)S(=O)(=O)c2cccs2)cc1	-13	-5	1	103	95	-14	84	1	71
CCOC(=O)C1(N(CC)CC)Sc2cc(C)ccc2NC1=O (centres undefined)	10	.	-4	75	55	-7	74	1.2	15*
COC(=O)c1c(-c2ccc(F)cc2)noc1N	-25	.	16	105	85	-23[fluorescence artefact?]	98	0.9	57
N/C(CC(=O)NCCOc1ccccc1)=N\O	-3	-1	12	109	94	-16	104	1.1	97
O=C(Nc1cccnc1N1CCOCC1)c1cc2ccccc2oc1=O	-3	-1	9	121	105	-13	93	1.4	90
CN1C(=O)N(C)C2C1N(C)S(=O)(=O)N2C (centres undefined)	-6[fluorescence artefact?]	-3	-3	124[fluorescence artefact?]	94	-7	101	1.2	97
COc1cccc(-c2cc(C(=O)NCc3ccc(Cl)cc3)no2)c1	70*[fluorescence artefact?]	.	-2	95[fluorescence artefact?]	101	20[fluorescence artefact?]	101	1.1	99
O=C(NCc1ccccc1)NC1(C(=O)N2CCN3CCCC3C2)CCCCC1 (centres undefined)	-6	.	3	124[fluorescence artefact?]	110	-5[fluorescence artefact?]	89	1.1	92
Cc1ccc(S(=O)(=O)N2CCOCC2)cc1C(=O)N1CCOCC1	-1[fluorescence artefact?]	-4	2	117	103	2[fluorescence artefact?]	95	1.2	97
c1ccc(Nc2nc3ccccc3[nH]2)nc1	5[fluorescence artefact?]	-2	7	86	89	2	78	1.5	98
CCc1ccc(NC(=O)c2cnc3n(c2=O)CCS3)cc1	1	-1	-25	95[fluorescence artefact?]	87	0[fluorescence artefact?]	93	1.8	78
Cn1cccc1Cc1nnc(SCC(=O)Nc2ccc(F)cc2F)n1-c1ccc(F)cc1	-5	2	3	101	92	8[fluorescence artefact?]	105	1	78
CCOC(=O)C(C)Oc1cccc2c(=O)n(CC(=O)Nc3cccc(OC)c3)ccc12 (centres undefined)	-5	-3	1	113	95	2	97	.	86
CC(C)C(=O)Nc1ccc2c(c1)nc1n2CCSC1	0	.	5	103	95	5	108	1.2	96
COc1cccc(N2C(=O)CC(Nc3ccc(N4CCOCC4)cc3)C2=O)c1 (centres undefined)	-24	-4	-3	88	92	-13	90	1.1	103
O=C(CCn1cnc2ccccc2c1=O)Nc1cccc(Cl)c1	19	-3	-3	98	100	7[fluorescence artefact?]	97	1.1	115
O=C(NCc1ccc(F)cc1)C1CCN(S(=O)(=O)N2CCCCC2)CC1	-49	1	-7	117	96	-23	97	1.1	103
CCOC(=O)N1CCC(n2c(SCC(=O)Nc3nccs3)nc3ccsc3c2=O)CC1	-17[fluorescence artefact?]	-1	1	97	93	-5	102	1	72
CC(C)(C)C(=O)/C=c1\[nH]c(=O)/c(=C\c2ccc(F)cc2)s1	-9	-7	10	96[fluorescence artefact?]	75	-8	66	.	18*
COc1ccc(CN(C(=O)c2ccco2)c2ccc(Br)cc2)cc1OC	-3	-2	10	141	90	-2	102	1.1	.
CCOc1ccccc1C1CC(c2ccc(Br)cc2)Nc2nc(N)nn21 (centres undefined)	-1	-2	3	108	96	-6	72	1.1	40

2 compounds drawn at random from those above, as already listed:
SMILES	ERa coact inh	Mac1 fbg enh	Smad3 inh	ERa SRC1 pot	Lung fibro prol	ERb coact inh	HUVEC inhibit	MT1-MMP txn act	H69AR inhibit
Cc1ccc(S(=O)(=O)N2CCOCC2)cc1C(=O)N1CCOCC1	-1[fluorescence artefact?]	-4	2	117	103	2[fluorescence artefact?]	95	1.2	97
COc1cccc(-c2cc(C(=O)NCc3ccc(Cl)cc3)no2)c1	70*[fluorescence artefact?]	.	-2	95[fluorescence artefact?]	101	20[fluorescence artefact?]	101	1.1	99

More results:
SMILES	ERa coact inh	Mac1 fbg enh	Smad3 inh	ERa SRC1 pot	Lung fibro prol	ERb coact inh	HUVEC inhibit	MT1-MMP txn act	H69AR inhibit
Cc1ccc(OC(=O)N2CCOCC2)cc1	-2	.	6	90	112	-3	101	1.3	101
CCOC(=O)CN(C(=O)CNC(=O)c1ccco1)C(C(=O)NC1CCCC1)c1ccccc1OCC (centres undefined)	-11	4	2	100	101	2	94	1.1	101
Cc1ccc(CN2C(=O)CCC2C(=O)NC(C)C)cc1 (centres undefined)	9	4	9	124[fluorescence artefact?]	95	-3	94	0.9	95
CCOC(=O)CSc1nc2cc(C(=O)N3CCCC3)ccc2c(=O)n1Cc1ccccc1	9	-2	11	168[fluorescence artefact?]	99	2	87	1.1	51
CCOCCCN1CC(C(=O)NCCc2ccc(C)cc2)CC1=O (centres undefined)	-13	0	4	101	99	-8	100	1	91
Cc1cccc(C(OC(=O)c2ccco2)C(=O)NCc2ccccc2)n1 (centres undefined)	68*[fluorescence artefact?]	.	-5	53[fluorescence artefact?]	107	74*[fluorescence artefact?]	111	1.4	90
CCN1CCN(CCC(=O)Nc2ccc3c(c2)OCO3)CC1	0	.	1	100[fluorescence artefact?]	102	11[fluorescence artefact?]	95	1.2	102
Cc1ccccc1C1CC(c2ccc(F)cc2)Nc2nc(N)nn21 (centres undefined)	-5	2	5	108	109	-4	100	1.1	91
CC(C)(C)N(Cc1cc2ccccc2[nH]c1=O)C(=O)c1cccnc1	3[fluorescence artefact?]	0	6	100	106	0[fluorescence artefact?]	98	1.2	100
CCOC(=O)C1CCCN(C(=O)CN2C(=O)COc3ccc(C(C)(C)C)cc32)C1 (centres undefined)	-1[fluorescence artefact?]	-4	6	107[fluorescence artefact?]	94	1[fluorescence artefact?]	94	1.2	67
O=C(CSc1nnc(CNC(=O)c2cccs2)o1)NCc1ccc(F)cc1	-4	-3	-1	101	98	-6	96	.	97
CCOC(=O)C1=C(O)CSC1=Nc1ccc(Cl)cc1	6[fluorescence artefact?]	-1	14	84	109	-4	104	1.1	91
CCCn1c(SCC(=O)NCc2ccccc2)nnc1-c1ccncc1	-1	0	0	95	104	4	95	1	95
CC(C)CC(C(=O)O)C(C)CC(=O)Nc1ccn(-c2ccccc2)n1 (centres undefined)	-5	.	4	121	101	3	111	1.1	95
c1n[nH]c(SCCCCSc2ncn[nH]2)n1	-4	0	-5	106	106	-3	108	1.2	91
O=C(Oc1c(Cl)cc(Cl)c2cccnc12)N1CCCCC1	-5	-2	2	118	94	-2	84	1.3	97
COc1cc(NC(=O)c2cc3ccccc3o2)c(OC)cc1Cl	-10	-3	6	116	53	-1	55	1.5	57
COc1ccc(NC(=O)CN2CCN(CC(=O)Nc3ccc4c(c3)OCO4)CC2)cc1	2	-3	4[fluorescence artefact?]	116	92	-9	96	1.2	96
COc1ccc(NC(=O)Nc2ccc(OC)cc2)cc1	-1[fluorescence artefact?]	-4	8	107	98	7	88	1.3	96
CCOc1cccc(C(=O)N(Cc2ccc(F)cc2)C2CCS(=O)(=O)C2)c1 (centres undefined)	-8	.	2	101	96	-2	103	1.2	90
CC(C)(Oc1ccc(Br)cc1)C(=O)N1CCc2ccccc21	-3	-4	-5	92	95	-9	124	1.1	75
CS(=O)(=O)N(C(=O)NC(=O)NC1CCS(=O)(=O)C1)C1CCCCC1 (centres undefined)	0	2	-8	109	94	-3[fluorescence artefact?]	97	1.2	91
c1cc2c(cc1Nc1nc(-c3ccc4c(c3)OCO4)cs1)OCCO2	-6	-1	10	141	104	7	98	1.8	94
Cc1nc(NC(=O)c2cc(-n3cnnc3)ccc2Cl)ccc1Br	-8	.	-6	97	91	-11	85	1.1	94
COc1ccc(S(=O)(=O)N2CCN(C(=O)[C@@H]3CCC(=O)N3C3OC(=O)c4ccccc43)CC2)cc1 (some centres undefined)	8	-4	9	141	108	-10[fluorescence artefact?]	93	1	101
Cc1[nH]c2ccccc2c1C(=O)CNc1nccs1	-7	-4	10	96	91	-7	93	1.2	82
COc1ccc(CC(NC(C)=O)C(=O)NC2CCN(c3c4c(nc5ncnn35)CCC4)CC2)cc1 (centres undefined)	-4	5	-1	105	92	13	102	1.2	105
